Screens (PubChem BioAssay)
CHO parental Ca: signal in parental CHO cells, OX1R antagonist counter-screen; parental CHO-K1, ATP-induced calcium, Fluo-8 fluorescence; inhibition, % at 5.6 µM; 330,000 tested, 0.63% active;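 active means inhibition above that plate's mean sample inhibition plus 3 SD, cut at about 26% in these data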;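 further: 0% = ATP-challenged DMSO wells and 100% = DMSO wells without ATP; some compounds past the cut are filed as inactive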
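test system = CHO parental line | reagent = ATP stimulus | measured by = intracellular calcium via Fluo-8 no-wash fluorescent dye | control set = ATP and no-ATP DMSO wells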
CHO-K1 Ca ag: counter-screen for M1 agonists: effect in parental CHO-K1 cells | Fluo-8 calcium fluorescence; scaled to maximal ATP response, vehicle zero | activation, % at 3 µM | 360,000 tested, 0.48% active | AID 602248; in the data active means activation above about 15%;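 further: untransfected CHO-K1 host cells lacking M1 receptor as counterscreen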
CHRM1 agonist: human M1 muscarinic receptor agonism; P11229; 360,000 tested, 0.33% active; activation, % at 3 µM; AID 588814; CHO-K1 hM1, Fluo-8 calcium fluorescence, agonist mode; 0% DMSO, 100% acetylcholine EC100;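 active means activation above the run's mean compound activation plus 3 SD, cut at about 16% in these data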;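 further: peak over basal fluorescence ratio within a 140 s kinetic read after compound addition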
CHO-K1 Ca antag: nonselective inhibitor or artifact in parental CHO-K1 cells; ATP-induced calcium, Fluo-8 fluorescence; inhibition, % at 3 µM; 360,000 tested, 0.6% active;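 active means inhibition above a per-plate cutoff, the plate's mean sample inhibition plus 3 SD, cut at about 24% in these data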;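 further: 0% = DMSO plus EC80 ATP and 100% = DMSO alone without ATP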
OXTR potentiate: potentiators of human oxytocin receptor | P30559 | CHO-OTR cells, Fluo-8 calcium fluorescence, potentiator mode; 0% = oxytocin EC15, 100% = EC100 | activation, % at 3 µM | 320,000 tested, 0.061% active | AID 2445;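 active means activation above that plate's cutoff, the mean activation of tested compounds plus 3 SD, cut at about 6.6% in these data, passing the limit was not always enough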;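 further: 100% uses oxytocin at 75 nM as the full agonist control; some results filed as inactive read as strong as hits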
Target sequence (P30559 whole entry, looked up): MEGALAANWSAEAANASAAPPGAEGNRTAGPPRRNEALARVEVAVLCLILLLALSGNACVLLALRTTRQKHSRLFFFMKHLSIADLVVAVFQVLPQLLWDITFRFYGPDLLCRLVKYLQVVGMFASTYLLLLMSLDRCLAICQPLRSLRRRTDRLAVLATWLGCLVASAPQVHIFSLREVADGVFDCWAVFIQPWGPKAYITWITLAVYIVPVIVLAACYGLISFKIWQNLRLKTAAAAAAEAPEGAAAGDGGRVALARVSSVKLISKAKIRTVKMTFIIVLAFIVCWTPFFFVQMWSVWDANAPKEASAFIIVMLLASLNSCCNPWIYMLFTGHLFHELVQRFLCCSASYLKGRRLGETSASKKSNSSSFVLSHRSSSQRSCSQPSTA
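Replication – single well per compound, singlicate · Assay system – CHO cell line stably expressing human OTR · Timing – 6 min pre-incubation, 100 s read · Measure – normalized max/min fluorescence ratio, % activation · Doses – 3.0 µM, one dose · Detection – Fluo-8 calcium dye fluorescence · Probe or stimulus – oxytocin near EC15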
M1 PAM parental: M1 PAM counterscreen hit in parental CHO-K1 cells. ATP EC20, Fluo-8 calcium fluorescence; 0% at ATP EC20, 100% at ATP max. activation, % at 3 µM. 360,000 tested, 0.02% active. AID 602247;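 active means activation above the run cutoff, the mean activation of all test compounds plus 3 SD, cut at about 40% in these data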;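 further: peak over basal fluorescence ratio in a 140 s read after ATP addition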
TAAR1 antagonist: human TAAR1 antagonism; inhibition, % at 3 µM; 360,000 tested, 1.5% active; AID 624466; CHO RD-HGA16 TAAR1, Fluo-8 calcium fluorescence, antagonist; Q96RJ0;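 active means inhibition above a per-plate cutoff, the mean inhibition of test compounds on that plate plus 3 SD, cut at about 49% in these data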;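 further: 0% = DMSO plus EC80 beta-PEA response and 100% = DMSO alone without agonist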
Target sequence (Q96RJ0 whole entry, looked up): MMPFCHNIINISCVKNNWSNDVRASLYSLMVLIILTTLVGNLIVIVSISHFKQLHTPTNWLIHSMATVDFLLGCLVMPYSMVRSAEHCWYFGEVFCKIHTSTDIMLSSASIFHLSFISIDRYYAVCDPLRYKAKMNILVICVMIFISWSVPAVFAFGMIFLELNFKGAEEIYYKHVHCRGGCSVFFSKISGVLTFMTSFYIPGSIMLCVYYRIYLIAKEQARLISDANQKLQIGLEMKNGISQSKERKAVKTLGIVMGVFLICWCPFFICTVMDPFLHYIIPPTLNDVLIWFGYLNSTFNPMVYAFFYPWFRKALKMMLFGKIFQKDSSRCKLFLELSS
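Assay system: RD-HGA16 CHO cells with stable hTAAR1 and Gα16 / Reagent: EC80 β-phenethylamine stimulus / Doses: 3 µM, single point / Timing: dye loading 75 min at 37 °C, then 30 min room temperature / Measured by: Fluo-8 intracellular calcium dye fluorescence, real-time kinetic reads / Controls: vehicle wells and EC80 agonist wells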
M1 antag: antagonists of human M1 muscarinic receptor; inhibition, % at 3 µM; 360,000 tested, 1.3% active; AID 588852; CHO-K1 hM1, Fluo-8 calcium fluorescence, ACh EC80 antagonist;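 active means percent inhibition above its own plate's cutoff, namely the mean of that plate's compound wells plus 3 SD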;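 further: peak over basal fluorescence ratio during 140 s after agonist addition; 0% = ACh EC80 plus DMSO and 100% = DMSO alone without agonist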
TAAR1 ag: agonists of human TAAR1; Q96RJ0; CHO RD-HGA16 TAAR1, Fluo-8 calcium fluorescence; vehicle wells 0%, saturating PEA agonist 100%; activation, % at 3 µM; 360,000 tested, 0.99% active; AID 624467;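 active means activation above the mean activation of all test compounds in the run plus 3 SD, cut at about 38% in these data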
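Assay system: CHO-derived RD-HGA16 cells with stable Gα16 and human TAAR1; timing: 17-24 h seeding, 75 min 37 °C dye, 30 min RT; read-out: % activation from peak over basal fluorescence ratio, DMSO-to-PEA scaled; measured by: kinetic Fluo-8 calcium fluorescence; benchmarks: low control DMSO, high control PEA (EC100); doses: 3 µM single concentration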
* hit, by the source's call; . = not tested or not shown.

Second line of a record: OXTR potentiate	M1 antag	M1 PAM parental	CHO-K1 Ca ag	TAAR1 antagonist	CHO parental Ca	TAAR1 ag	CHRM1 agonist	CHO-K1 Ca antag
1) CCOc1ccc(Nc2nc(-c3cccnc3)cs2)cc1
  -7	-24	1	-0.1	-24	-5	-1	0	-5
2) O=C(NNC(=O)c1sc2cccc(Cl)c2c1Cl)Nc1ccccc1
  -2	-1	17	0.4	15	-12	8	0	-12
3) O=C(O)c1cc(S(=O)(=O)N2CCCCC2)ccc1N1CCCC1
  -2	-2	9	0.1	-14	-1	2	-3	-10
4) O=C(NCCc1ccco1)C(=O)NCC1OCCCN1S(=O)(=O)c1ccc(F)cc1 (stereo not given)
  -4	-17	-7	-0.1	-20	-10	4	-1	1
5) O=C1/C(=C\c2ccccc2)CCc2c1[nH]c1ccccc21
  -2	-13	13	0.1	19	-16	2	-7	0
6) COc1cc(NC(=O)COC(=O)/C=C/c2ccc(O)c(OC)c2)cc(OC)c1
  -15	-4	-10	1.0	6	-20	10	0	1
7) COc1cccc(CNC(=O)COC(=O)c2ccc(C(=O)c3ccccc3)cc2)c1
  -3	-6	12	2.8	10	-6	-1	-2	-19
8) CCN(CC)CCCN1C(=O)C(O)=C(C(=O)c2cc3ccccc3o2)C1c1ccccn1 (stereo not given)
  -14	-9	9	-0.1	-20	-5	10	-3	-4
9) CC(C)CCC(C)NC(=O)CN1C(=O)NC(C)(c2ccc3ccccc3c2)C1=O (stereo not given)
  -8	-5	-4	1.8	-10	-22	2	25*	-2
10) O=C(c1cccs1)N1N=C(c2ccccc2)CC1c1ccccc1O (stereo not given)
  -6	-7	4	-0.5	-1	6	1	-4	6
11) CCCCC(CC)C(=O)Nc1cc(C(=O)NCc2ccc(C)cc2)ccc1N1CCC2(CC1)CC(c1ccccc1)=NO2 (stereo not given)
  2	6	-11	0.3	-12	-23	0	-3	3
12) Cc1cccc(NC(=O)CCN2C(=O)C3C4CCC(C4)C3C2=O)c1C (stereo not given)
  -1	-3	17	0.4	-23	-5	1	-2	-22
13) Cc1c(C(=O)NCc2ccccc2)oc2ccc(S(=O)(=O)N3CCCC3)cc12
  -10	-14	27	1.8	11	4	4	2	-1
14) CCN(C(=O)COC(=O)CNC(=O)c1cccc(C)c1)c1c(N)n(Cc2ccccc2)c(=O)[nH]c1=O
  -13	-19	20	2.2	-6	-5	2	-1	-8
15) CNC(=O)CSc1nnc(-c2ccco2)n1-c1ccccc1
  -3	-2	-16	-0.1	-7	-1	3	-2	16
16) CCOC(=O)Cn1c(C)cc(=O)c2cccc(C)c21
  3	-4	1	0.0	-21	-21	9	-3	-10
17) S=C(NCc1cccs1)Nc1cccc(Cl)c1Cl
  -7	-1	10	4.3	16	11	2	-6	-10
18) C[C@H](NC(=O)[C@@H]1Cc2ccccc2CN1C(=O)OC(C)(C)C)C(=O)NCc1ccco1
  1	-11	-9	0.1	-29	-15	14	-3	-16
19) Cn1c(=O)c(NCCO)c2c3c(cccc31)C(=O)c1ccccc1-2
  -22	6	-3	34*	58*	96*	285*	70*	18
20) COC(=O)C1=C(C)N(CCc2cc(OC)c(OC)c(OC)c2)C(=O)N[C@H]1c1ccccc1
  -7	-6	11	0.6	4	-12	6	-3	-14
21) COc1ccccc1CN(C)C(=O)CNC(=O)c1cccc(Cl)c1
  .	-12	-14	1.3	0	.	0	-4	-14
22) CCOC(=O)C1=C[C@@H](C(C)(C)C)N(S(=O)(=O)c2ccccc2C)[C@H]1c1ccc(Cl)cc1
  .	-5	9	0.7	-12	.	3	-1	6
23) CCn1c(=O)cc(SCC(=O)NCCN2CCN(Cc3ccccc3)CC2)c2ccccc21
  2	10	3	-1.0	5	-29	7	-15	-16
24) COc1ccc(NC(=O)Cn2c(=O)n(CC3CCCO3)c(=O)c3cc(OC)c(OC)cc32)cc1OC (stereo not given)
  3	-17	12	0.8	-15	-14	1	-1	13
25) Nc1c(C(=O)CSc2ncccn2)c(=O)[nH]c(=O)n1C1CC1
  -1	-8	4	-0.2	14	-5	2	-2	-21
26) O=C(c1cc(N2C(=O)C3C4CCC(C4)C3C2=O)ccc1Cl)N1CCCCCC1 (stereo not given)
  -5	8	5	2.2	-34	-3	1	-5	-15
27) Cc1ccccc1C(=O)NC1CCN(CC(=O)Nc2ccc(N(C)C)cc2)CC1
  -5	-5	3	0.0	14	-7	4	-4	-8
28) Cc1nn(CC(=O)N2CCN(c3ccc(Cl)cc3)CC2)c(=O)c2cccn12
  -6	-11	-9	0.4	-19	-7	1	1	18
29) COc1cc(S(=O)(=O)N2CCCCC2)ccc1NC(=O)/C=C/c1ccccc1
  1	-1	-13	-0.4	7	-15	7	-6	3
30) CCn1cc(C(=O)O)c(=O)c2cc(F)c(N3CCN(S(=O)(=O)c4ccc(NC(C)=O)cc4)CC3)cc21
  4	-8	22	0.7	2	10	5	-8	-9
31) COC(=O)C1=C(C)NC(=O)NC1c1cc(Cl)ccc1OC (stereo not given)
  -18	-8	6	0.1	6	5	5	-2	-5
32) Cc1ccc(-c2nnc(SCC(=O)NC(=O)Nc3ccc(C)cc3C)n2N)cc1
  3	-3	-2	0.0	6	-33	0	-3	12
33) COc1cc(OC)nc(-n2ncc(OC)c(Br)c2=O)n1
  -2	-4	29	1.5	-23	-3	4	-5	-6
34) O=C(NCCN1CCC(n2c(=O)[nH]c3ccccc32)CC1)c1ccc(F)cc1
  .	.	11	0.9	16	.	0	.	-17
35) CC(/C=N/NC(=O)c1cc(C(C)(C)C)[nH]n1)=C\c1ccccc1
  -6	-7	11	0.4	1	-29	7	-1	-22
36) Cc1c(C#N)c(N=CN(C)C)c(C(=O)c2ccccc2)n1-c1ccccc1
  -17	-17	14	0.6	4	-14	8	-4	-10
37) Cc1ccc(-n2[nH]c(C)c(C=Nc3ccc(S(=O)(=O)N4CCOCC4)cc3)c2=O)c(C)c1
  2	.	.	.	-1	-10	1	.	.
38) CC(=O)c1ccc(N2CCN(C(=O)CNS(=O)(=O)c3ccc4c(c3)OCCCO4)CC2)c(F)c1
  .	-12	-30	4.8	18	.	6	0	5
39) CC1(C)SC[C@H](C(=O)Nc2cccc(Cl)c2)N1C=O
  3	-17	2	1.0	-13	-14	5	-3	-8
40) COc1ccc(CNC(=O)c2c(C)cc(=O)oc2C)cc1OC
  -4	-5	-8	0.3	-1	0	-1	-2	5
41) O=C(OCCc1ccccn1)c1cccc([N+](=O)[O-])c1
  .	0	5	0.5	-6	.	1	-5	-5
42) COc1ccc(OCC(O)Cn2c(=N)n(CCN3CCOCC3)c3ccccc32)cc1 (stereo not given)
  -6	10	15	0.1	5	-4	7	-6	-5
43) CCCN(CCC)Cc1cc(=O)oc2cc(C)c(Cl)cc12
  .	-5	11	-0.2	-18	.	1	4	13
44) O=C1C2C(c3ccccc3)C=CC(c3ccccc3)C2C(=O)N1c1ccccn1 (stereo not given)
  -4	-7	22	1.1	5	-22	6	0	-11
45) CCCC(=O)N1CCC1(C)C(=O)Nc1ccc(C)c(C)c1 (stereo not given)
  .	-5	-5	-0.1	-16	.	1	-1	-11
46) CC(=O)c1ccc(OC(C)c2nc3ccccc3s2)cc1 (stereo not given)
  -18	4	5	-0.2	-1	-8	-2	-2	-3
47) CC(C)CN1CCC(=O)N([C@H](CSc2ccc(Br)cc2)Cc2ccccc2)CC1
  -12	3	5	-0.4	41	-42	3	-7	-12
48) O=C(Nc1ccc([N+](=O)[O-])cc1)c1ccccc1
  -2	-8	-11	0.9	4	3	4	-2	3
49) COc1ccc(S(=O)(=O)N2CCCCC2)cc1NC(=O)C1CCCC1
  0	-8	9	-0.1	-7	-31	13	-3	-11
50) O=C(O)c1cccc(NC(=S)NC(=O)C(c2ccccc2)c2ccccc2)c1
  -2	-27	4	-0.4	4	-1	12	-3	-8
51) CCCC(=O)N1CCCC1(C)C(=O)Nc1cccc(OC(C)C)c1 (stereo not given)
  .	-10	20	0.2	-15	.	1	-4	-6
52) CCOc1ccc(N2CC(C(=O)OC)CC2=O)cc1 (stereo not given)
  1	-14	2	0.1	-13	-5	5	-3	0
53) CN(C)c1cccc(N=C2C=C(N3CCOCC3)CC(C)(C)C2)c1
  -1	-26	15	0.4	6	-2	8	-6	-8
54) Fc1ccc(C(c2nnnn2C2CCCC2)N2CCN(Cc3ccncc3)CC2)cc1 (stereo not given)
  -7	-24	14	0.1	-5	-16	3	-4	-3
55) COc1ccccc1NC(=O)C(C)OC(=O)CCSc1ccc(F)cc1 (stereo not given)
  -3	-13	15	0.2	5	-19	2	-3	-1
56) CN1CCCN(S(=O)(=O)c2cccc(C(F)(F)F)c2)c2nc3ccccc3nc21
  -8	11	11	0.5	24	-23	3	-2	-10
57) CCC(=O)c1ccc(OCc2ccc(C(=O)OC)o2)c(OC)c1
  -7	-4	-3	0.6	0	-8	3	-5	17

This is a random part of the collection. About 4.2% of those tested had a hit in this group.
